# SIAH1 antagonists = Siah-1 peptide-binding antagonists, primary screen, biochemical, fluorescence polarization, rhodamine-plectin, uHTS (AID 1817). 0.02% of 290,000 active. E3 ubiquitin-protein ligase SIAH1 (Homo sapiens). Siah-1 / rhodamine-plectin peptide fluorescence polarization; higher % means a stronger effect. displacement, % at 20 µM, or IC50 in µM where a hit was titrated;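 active = displacement of at least 50% at 20 µM, with a fluorescence ratio check between 0.3 and a set limit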;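 also: plate controls were Siah plus tracer with DMSO for no effect and tracer alone without Siah for full effect; strong numbers were not always called active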
# PMI inhibition = human PMI inhibitors, high substrate, primary screen, biochemical, fluorescence intensity, high mannose 6-phosphate (AID 1220); 0.66% of 190,000 active; recombinant PMI enzyme, coupled fluorescence intensity; higher % means a stronger effect; one-dose inhibition, % at 20 µM; IC50 in µM for titrated hits
# K1F lysis inhibition = inhibition of K1F phage lysis, E. coli UTI89, bacterial capsule biogenesis inhibitors, alamar blue (AID 488966) | E. coli UTI89 K1F phage lysis, alamar blue, 2 h; higher % means a stronger effect | inhibition, % at 100 µM; hits with a dose series show IC50 in µM | 0.02% of 340,000 active;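 active = phage lysis inhibition, versus mean bacterial control, above a set limit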;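 also: capsule biogenesis inhibitors block K1F phage lysis so surviving cells raise fluorescence; higher fluorescence means more inhibition of phage lysis; actives were called in the ten point dose series up to 300 µM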
# TNAP activators = human TNAP enzyme activators, primary screen, biochemical, luminescent, no phosphate acceptor, uHTS (AID 1001); purified TNAP, luminescent activation assay, no phosphate acceptor; higher activation fold means a stronger effect; activation fold at 20 µM; hits with a dose series show EC50 in µM; 0.03% of 200,000 active; in the data active = activation fold from about 3, or a potency from the dose series; inactive = the rest, 99 in 100 with activation fold below about 1.6; also: many of its hits are not listed in these tables
# M1AAP inhibition = P. falciparum M1AAP inhibitors, biochemical, fluorogenic H-Leu-NHMec substrate, 1536-well (AID 1445). Aminopeptidase N (Plasmodium falciparum (isolate 3D7)). recombinant M1AAP, H-Leu-NHMec fluorogenic kinetic assay; higher % means a stronger effect. one-dose inhibition, % at 30 µM; IC50 in µM for titrated hits. 0.42% of 220,000 active;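 active = primary inhibition above the hit cutoff, then over 50% inhibition at one or more dose response concentrations, cut at about 23% in these data, passing the limit was not always enough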;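 also: plate controls were DMSO full reaction for no effect and no enzyme background for full effect; strong numbers were not always called active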
# XIAP antagonists = XIAP antagonists, biochemical, IAP family, fluorescence polarization (AID 1018) | XIAP BIR domain, fluorescence polarization peptide displacement; higher % means a stronger effect | one-dose displacement, % at 20 µM; IC50 in µM for titrated hits | E3 ubiquitin-protein ligase XIAP (Homo sapiens) | 0.007% of 200,000 active; in the data active = displacement above about 50%; also: a part of the inactive calls stands beside numbers as strong as those of hits
# P. falciparum M17LAP = P. falciparum M17LAP inhibitors, primary screen, biochemical, fluorogenic H-Leu-NHMec substrate, 1536-well (AID 1619) | Leucine aminopeptidase (Plasmodium falciparum (isolate 3D7)) | recombinant M17LAP, H-Leu-NHMec fluorogenic kinetic assay; higher % means a stronger effect | one-dose inhibition, % at 30 µM; IC50 in µM for titrated hits | 0.38% of 220,000 active;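 active = compound inhibiting the enzyme by more than half at any dose during confirmatory dose-response retesting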;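 also: plate controls were full reaction with DMSO carrier for no effect and no enzyme background for full effect; strong numbers were not always called active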
# Lipid droplet = inhibitors of hepatocyte lipid droplet formation, primary screen, imaging, high-throughput imaging, BODIPY stain. AML12 mouse hepatocytes, oleate lipid droplets. inhibition, % at 6.5 µM. 0.4% of 240,000 active. AID 1656, 2009;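 active = lipid droplet intensity inhibited by at least 50%, with more than 500 cells counted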
#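 Technique: fluorescence imaging, 20x objective, two fields per well / Assay system: AML12 hepatocytes (mouse) / Measure: % inhibition of lipid droplet signal / Doses: 6.5 µM single-point dosing / Incubation: overnight exposure / Reagent: 100 µM oleic acid challenge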
# human PMI inhibition = inhibitors of human PMI, primary screen, biochemical, fluorescence intensity, coupled assay (AID 1209); purified PMI enzyme, coupled fluorescence intensity; higher % means a stronger effect; 0.42% of 190,000 active; one-dose inhibition, % at 20 µM; IC50 in µM for titrated hits; Mannose-6-phosphate isomerase (Homo sapiens);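 also: plate controls were DMSO vehicle for no effect and wells lacking substrate for full effect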
# Lipid droplet cells 6.5 µM = further read-out of Lipid droplet, marked with its call; cell count; measured here: cell count, cytotoxicity flag;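 cells counted across two imaged fields per well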
# Numbers without * were called inactive; nt = no result given; [ ] = dose if it differs, or a comment. Rule as the data show it, unless noted: active = inhibition above about 50%; inactive = the rest. Not a hit list; about 1.9% have a hit in one of these screens.
SMILES,SIAH1 antagonists,PMI inhibition,K1F lysis inhibition,TNAP activators,M1AAP inhibition,XIAP antagonists,P. falciparum M17LAP,Lipid droplet,Lipid droplet cells 6.5 µM,human PMI inhibition
CCOC(=O)c1c(NC(=O)Cn2cnc([N+](=O)[O-])n2)sc(C)c1C,-5%,5%,0.4%,1.1,-6%,1.9%,-6%,-5,730,2%
N/C(=N\c1nc2ccccc2o1)NC(=O)c1cccc(Br)c1,2%,nt,nt,nt,12%,nt,16%,6,674,nt
COC(=O)Cn1c(CCS(=O)(=O)c2ccc(C)cc2)nc2ccccc21,-2%,-12%,5.6%,1.1,2%,-3.6%,4%,-2,687,1%
O=C(Cn1cnc2c(nnn2-c2ccccc2)c1=O)NCCc1ccccc1,4%,14%,-0.8%,1.1,1%,-2.7%,-7%,3,699,5%
CC1=NN(c2nc(-c3ccc(C)cc3)cs2)C(=O)C1N=Nc1cccc(C)c1 (stereo not given),1%,-2%,1.3%[50 µM],1.2,-8%,-3.9%,5%,44,699,-8%
Nc1cc(=O)[nH]c(SCC(=O)NC2CCCc3ccccc32)n1 (stereo not given),-2%,nt,-0.9%[50 µM],nt,-1%,nt,-7%,-1,621,nt
CC(C)CNC(=S)NC(=O)c1csc([N+](=O)[O-])c1,6%,nt,-3.0%,nt,8%,nt,-1%,-1,735,nt
CCOC(=O)C(=CNc1cccc(C)c1C)C(=O)OCC,3%,-3%,0.4%,1.1,7%,-25%,6%,20,721,0%
COCc1c(C(=O)OC)nnn1-c1ccccc1,1%,6%,0.4%,1.1,-5%,-5.5%,-22%,31,748,3%
COc1ccc(OC)c(C2=NNC(=NCc3ccc4c(c3)OCO4)SC2)c1,4%,6%,-0.1%,1,15%,-1.9%,3%,1,630,19%
Cc1sc2ncnc(NCCCO)c2c1C,2%,0%,-0.3%,1.1,1%,-9.0%,9%,nt,nt,-1%
CCOc1ccc(C(=S)N2CCOCC2)cc1OC,0%,-1%,2.7%,1.1,1%,-3.6%,6%,10,744,-3%
CCC(=O)NCCCc1nc2ccccc2n1Cc1ccccc1F,4%,1%,-0.1%,1.2,6%,-7.6%,9%,0,677,-6%
CCN(CC)C(=O)C(=O)Nc1cccc(Br)c1,-4%,9%,0.4%,1.1,4%,0.0%,2%,-14,704,9%
COc1ccc(N(C(=O)CCl)C(C(=O)NCCc2ccccc2)c2cccs2)cc1Cl (stereo not given),2%,-6%,-2.0%[50 µM],1.3,0%,-0.7%,-17%,127*,594*,-9%
Clc1ccc(-c2ccc(SCc3ccccn3)nn2)cc1,13%,5%,0.6%,1,3%,-2.1%,16%,nt,nt,-3%
Cc1ccc(-n2nc(C)c3c(C)c(CCC(=O)NCc4ccco4)c(C)nc32)cc1,-3%,6%,0.0%,1.2,4%,0.2%,-3%,nt,nt,7%
O=C1CC(C(F)(F)C(F)(F)C(F)(F)F)=Nc2ccccc2N1,2%,-1%,0.4%,1,-4%,-2.7%,7%,-23,750,8%
O=c1[nH]c2ccccc2cc1-c1noc(-c2cccnc2)n1,-1%,-2%,0.0%,1.1,8%,3.4%,-5%,nt,nt,4%
CC1(C)N([O-])C(c2ccccc2)=C[N+](=O)C1(C)C,-1%,7%,1.6%,1,6%,-0.7%,17%,nt,nt,6%
CCc1cc2c(=O)[nH]c(-c3ccncc3)nc2s1,-2%,6%,2.4%,1,2%,-1.4%,-10%,-18,611,5%
CCN1CCN(c2nc(Nc3ccc(C)c(C)c3)nc(N)c2[N+](=O)[O-])CC1,-3%,8%,1.6%[50 µM],1,11%,-8.1%,13%,2,632,9%
O=[N+]([O-])c1ccc(C[n+]2cc(-c3ccc(Cl)c(Cl)c3)n3c2CCCCC3)cc1,0%,nt,1.3%,nt,3%,nt,6%,3,730,nt
Cc1ccc(S(=O)(=O)NCc2nc3ccccc3[nH]2)cc1,-1%,5%,0.8%,1.1,-6%,-3.7%,-15%,nt,nt,-5%

# Entries of single compounds, quoted from the list. Screens in order: SIAH1 antagonists	PMI inhibition	K1F lysis inhibition	TNAP activators	M1AAP inhibition	XIAP antagonists	P. falciparum M17LAP	Lipid droplet	Lipid droplet cells 6.5 µM	human PMI inhibition
# Record of O=C1CC(C(F)(F)C(F)(F)C(F)(F)F)=Nc2ccccc2N1 = 2%	-1%	0.4%	1	-4%	-2.7%	7%	-23	750	8%
# Record of CCC(=O)NCCCc1nc2ccccc2n1Cc1ccccc1F = 4%	1%	-0.1%	1.2	6%	-7.6%	9%	0	677	-6%

# Remaining list, next part:
SMILES,SIAH1 antagonists,PMI inhibition,K1F lysis inhibition,TNAP activators,M1AAP inhibition,XIAP antagonists,P. falciparum M17LAP,Lipid droplet,Lipid droplet cells 6.5 µM,human PMI inhibition
Nn1c(SCC(=O)Nc2ccc(F)c(F)c2)nnc1C1CCCCC1,3%,-4%,-0.2%,1.1,0%,-6.0%,-12%,nt,nt,-11%
Cc1nn(C)cc1S(=O)(=O)N1CCCC(C(=O)O)C1 (stereo not given),-7%,-1%,0.3%,1,4%,-17%,-2%,-10,628,-8%
COc1ccc(N=C2S/C(=C\c3ccc(OCC(=O)O)cc3)C(=O)N2CCc2c[nH]c3ccccc23)cc1,-13%,-7%,1.6%,0.9,76µM*,-16%,5%,1,624,-11%
O=S(=O)(Nc1ccc2ccccc2c1)c1ccccc1,6%,13%,1.4%,1.1,-5%,-3.0%,7%,6,609,14%
CCn1c(=O)n(CCOC)c(=O)c2c3c(sc21)CCCC3,0%,12%,0.3%,1,2%,-25%,5%,16,725,8%
CSc1nc(C)nc2c1c(=O)n(C)c(=O)n2C,1%,-4%,3.6%,1,8%,-7.1%,11%,nt,nt,-3%
O=C(N1CCOCC1)N1CCN(S(=O)(=O)N2CCOCC2)CC1,-5%,-5%,-0.6%,1.1,-4%,4.1%,-13%,10,735,-3%
O=C1CSC(c2cn(-c3ccccc3)nc2-c2cc3ccccc3o2)N1Cc1ccccc1 (stereo not given),0%,8%,0.1%,1.1,0%,1.3%,4%,25,711,12%
COCC(=O)N1CCCc2ccccc21,-2%,12%,-0.7%,1.1,5%,-4.1%,-3%,-3,759,14%
CCOc1cc(CN2CCC(CO)(Cc3cccc(C(F)(F)F)c3)CC2)ccc1OC,-5%,-3%,0.1%,1,5%,-4.3%,-4%,-45,624,5%
CCN1C(=O)C(NC(C)=O)c2cc(OC)ccc21 (stereo not given),4%,4%,1.8%,1.1,11%,-6.4%,2%,nt,nt,-7%
Cn1c(C(=O)N2CCN(c3nc4ccccc4s3)CC2)cc2sccc21,6%,-6%,0.0%,1.1,-1%,-5.1%,12%,3,755,2%
CCOC(=O)c1[nH]cnc1C(=O)O,8%,5%,3.7%[50 µM],1,-2%,-3.3%,-9%,9,817,8%
Cc1cc(C(C)(C)C)cc(C)c1CC1=NCCN1,-2%,-2%,5.2%,1,10%,-6.9%,-8%,13,733,-2%
COCCNC(=O)c1cn(C)c(=O)c2cc(OC)c(OC)cc12,3%,9%,-0.6%,1.2,0%,43%,7%,nt,nt,2%
O=C(NC1CC1)c1cc(Cl)ccc1[N+](=O)[O-],-2%,13%,-0.1%,1.1,-2%,-1.3%,2%,2,689,8%
O=C(CSc1nc2cc3c(cc2c(=O)n1CCC1=CCCCC1)OCO3)NCc1ccco1,-1%,-4%,-0.2%,1,0%,-5.3%,7%,nt,nt,3%
OCC1(CCOc2ccccc2)CCN(CC2=Cc3cc(Cl)ccc3OC2)CC1,-3%,8%,-0.4%,1,-2%,0.8%,2%,-19,729,9%
CC(C)(C)C(=O)CC1(O)C(=O)N(Cc2ccc(Cl)cc2)c2ccccc21 (stereo not given),-1%,-6%,-0.1%,0.9,13%,-1.5%,10%,nt,nt,-13%
Cc1c(C(=O)OC(C)C)nnn1-c1nonc1N,2%,-7%,0.1%,1.1,-5%,-0.2%,-5%,-19,706,-4%
CCOc1ccc(N2CC(C(=O)Nc3ccc(OC)c(S(=O)(=O)N4CCCCC4)c3)CC2=O)cc1 (stereo not given),0%,1%,1.1%,1.1,2%,-5.8%,2%,-15,653,0%
NC(=O)N/N=C/c1ccccc1OCC(=O)NCc1ccccc1,8%,0%,1.5%[50 µM],1,-1%,-5.1%,2%,4,696,2%
COC(=O)c1c(C)[nH]c(C(C)=O)c1C,-3%,11%,0.5%,1,-2%,-5.7%,4%,nt,nt,8%
COc1cccc(OC)c1C(=O)Oc1ccc2c(c1)O/C(=C\c1ccncc1)C2=O,8%,8%,2.4%,1,4%,-31%,-6%,-3,631,-3%
COc1ccccc1NC(=O)c1ccc(S(=O)(=O)N2CCCC2)cc1,0%,7%,0.1%,1.1,-2%,-2.8%,-10%,nt,nt,19%
Cc1ccccc1NCN1C(=O)C2CCC(C)(C1=O)C2(C)C (stereo not given),-3%,nt,-0.1%,nt,-2%,nt,-13%,0,641,nt
COc1cccc(/C=C2/SC(=S)N(CC(=O)Nc3nnc(C)s3)C2=O)c1,-11%,2%,1.3%,1,-5%,-10%,-12%,22,750,-3%
O=C(Oc1ccc(Cl)cc1)N1CCCCC1,0%,-13%,0.2%,0.9,-3%,-4.5%,7%,-15,728,-2%
N#Cc1ccccc1CSc1nnc(Cc2ccccc2)o1,1%,7%,0.0%,1,4%,-15%,11%,20,714,13%
NNS(=O)(=O)c1ccc(N2CCCC2=O)c([N+](=O)[O-])c1,8%,-48%,-0.5%,1.1,1%,5.3%,1%,13,660,-48%
CCOC(=O)CCC(NC(=O)CC(=O)NC(CCC(=O)OCC)C(=O)OCC)C(=O)OCC (stereo not given),-2%,-10%,-1.1%,1.1,8%,-1.7%,4%,7,776,-2%
CCOC(=O)c1cc(C(=O)OCC)c2ccccn2c1=O,1%,1%,-0.1%,1.1,14%,1.0%,-192%,4,647,2%
Clc1ccc(-c2nnc(-c3ccccc3)nc2N2CCSCC2)cc1,1%,-4%,3.9%,1,6%,-6.1%,-7%,7,715,0%
CC(=O)NCCOc1cccc2ccccc12,0%,19%,7.7%,1.1,-10%,-10%,-4%,-2,661,30%
O=C(OC(C(=O)Nc1ccc(Cl)c(C(F)(F)F)c1)c1ccccc1)C1=COCCO1 (stereo not given),4%,19%,3.2%,1.1,2%,0.4%,-3%,-68,606,21%
N#C/C(=C1\CCCN1)c1nc(-c2ccccc2)cs1,-1%,11%,0.3%,1.1,9%,-7.5%,15%,-11,765,17%
CN(C)Cc1nnnn1-c1ccccc1,0%,nt,-0.2%,nt,2%,nt,0%,2,697,nt

# Source: PubChem BioAssay (several laboratories)
